# hIAP inh: human IAP inhibitors, primary screen, biochemical, luminescence, uHTS. inhibition, % at 10 µM. 330,000 compounds, 0.12% hits. purified IAP, CDP-Star luminescence, 30 min;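 active = inhibition reaching a set limit with compound at 10 µM in the primary screen, cut at about 35% in these data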;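 note: plate controls were DMSO wells with enzyme for no effect and no-enzyme buffer wells for full effect; values of inactives mirror those of a sister screen read the other way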
# A3A deaminase: APOBEC3A ssDNA deaminase inhibitors, primary screen, selectivity assay for APOBEC3G inhibitor project, biochemical, FAM/TAMRA oligo cleavage fluorescence. DNA dC->dU-editing enzyme APOBEC-3A (Homo sapiens), P31941. inhibition, % at 20 µM. recombinant A3A, FAM/TAMRA ssDNA deamination fluorescence. 330,000 compounds, 0.41% hits;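 active = at least 40% inhibition at 20 µM here, with at most 30% in a related deaminase screen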;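 note: plate controls were A3A with DMSO for no effect and wells lacking A3A enzyme for full effect; some results filed as inactive read as strong as hits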
# Target sequence (P31941 whole entry, looked up): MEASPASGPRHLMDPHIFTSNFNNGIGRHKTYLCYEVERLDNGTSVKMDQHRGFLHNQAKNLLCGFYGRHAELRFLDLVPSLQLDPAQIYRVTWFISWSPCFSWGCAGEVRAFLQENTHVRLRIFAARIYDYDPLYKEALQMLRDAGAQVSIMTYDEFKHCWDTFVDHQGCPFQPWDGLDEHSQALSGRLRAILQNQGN
# mIAP inh: inhibitors of mouse IAP, primary screen, biochemical, luminescence, uHTS | intestinal alkaline phosphatase [Mus musculus] | inhibition, % at 10 µM | 330,000 compounds, 0.2% hits | purified mouse IAP, CDP-Star luminescence, 30 min;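 active = inhibition of at least 40% at 10 µM in the primary screen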;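 note: plate controls were DMSO with enzyme for no effect and no enzyme wells for full effect; values of inactives mirror those of a sister screen read the other way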
# mIAP act: activators of mouse IAP, primary screen, biochemical, luminescence, uHTS. muIAP, CDP-Star luminescence, 30 min; stronger effect = higher value; 1 = vehicle-only enzyme signal, 0 = enzyme-free wells. activation factor at 10 µM. 330,000 compounds, 0.24% hits;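 active = activation factor of at least 2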; note: the source names both 10 and 20 µM as test concentration; values of inactives mirror those of a sister screen read the other way
#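 System: mouse IAP enzyme. Reagent: CDP-Star chemiluminescent phosphatase substrate. Benchmarks: DMSO wells, no-enzyme wells. Times: 30 min enzyme-substrate-compound incubation at room temperature. Detection: luminescence from enzymatic CDP-Star hydrolysis. Doses: test compounds delivered from DMSO solution.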
# hIAP activ: human IAP activators, primary screen, biochemical, luminescence, uHTS. Intestinal-type alkaline phosphatase (Homo sapiens), P09923. purified human IAP, CDP-Star luminescence, 30 min; stronger effect = higher value; 1 = vehicle-only enzyme, 0 = enzyme-free background. activation factor at 10 µM. 330,000 compounds, 0.16% hits;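 active = activation factor of the enzyme at least 2-fold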; note: the source names both 10 and 20 µM as test concentration; values of inactives mirror those of a sister screen read the other way
# ATG4B inh: ATG4B protease inhibitors, primary screen, biochemical, fluorescence, uHTS; inhibition, % at 8.33 µM; 340,000 compounds, 0.51% hits; Cysteine protease ATG4B (Homo sapiens), Q9Y4P1; ATG4B cleavage of LC3-PLA2, NBD-HPC fluorescence, 1 h; in the data active = inhibition above about 40%
# Target sequence (Q9Y4P1 whole entry, looked up): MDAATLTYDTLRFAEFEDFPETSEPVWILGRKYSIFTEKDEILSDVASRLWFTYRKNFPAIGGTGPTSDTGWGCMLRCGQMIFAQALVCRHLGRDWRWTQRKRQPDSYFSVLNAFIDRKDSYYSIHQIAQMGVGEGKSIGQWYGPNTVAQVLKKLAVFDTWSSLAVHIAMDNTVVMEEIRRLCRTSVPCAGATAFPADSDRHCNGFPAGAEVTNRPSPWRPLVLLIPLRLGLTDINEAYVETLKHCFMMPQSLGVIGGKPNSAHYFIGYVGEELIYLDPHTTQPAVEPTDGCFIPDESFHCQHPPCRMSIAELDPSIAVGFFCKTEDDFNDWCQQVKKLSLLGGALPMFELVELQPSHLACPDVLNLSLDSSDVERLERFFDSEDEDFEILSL
# PfGluPho inh: PfG6PD enzyme inhibitors, primary screen, biochemical, fluorescence intensity, uHTS; PfGluPho enzyme, NADPH resazurin-diaphorase fluorescence; AID 504690, 2011; inhibition, % at 20 µM; 350,000 compounds, 0.78% hits; glucose-6-phosphate dehydrogenase-6-phosphogluconolactonase (Plasmodium falciparum 3D7);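 active = inhibition reaching at least a set limit at 20 µM in the primary screen, cut at about 59% in these data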;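 note: 0% = DMSO wells with substrate and 100% = DMSO wells lacking glucose-6-phosphate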
# HKDC1 inhibitor: HKDC1 hexokinase inhibitors, primary screen, biochemical, fluorescence, uHTS; 340,000 compounds, 0.16% hits; inhibition, % at 20 µM; AID 493160, 2011; recombinant HKDC1, G6PDH/diaphorase resazurin coupled fluorescence; Q2TB90;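 active = inhibition above about 35% when tested at 20 µM, limit read from the data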;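 note: plate controls were DMSO wells with enzyme for no effect and DMSO wells lacking enzyme for full effect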
#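 Incubation: 90 min at room temperature in dark / Material: recombinant HKDC1 (HK5) hexokinase enzyme, produced in-house / Quantity: enzyme 5 µg/mL final / Compound: one dose of 20 µM, 1% DMSO / Reagent: glucose and ATP substrates / Buffer or medium: Tris pH 8.0 buffer with MgCl2, Tween-20, BSA, BME / Technique: resorufin fluorescence at 613 nm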
# Numbers without * were called inactive; · = not tested or not shown.
SMILES,hIAP inh,A3A deaminase,mIAP inh,mIAP act,hIAP activ,ATG4B inh,PfGluPho inh,HKDC1 inhibitor
CCCCc1ccc(NC(=O)CSc2nc(=O)n(CCN(CC)CC)c3c2CCCC3)cc1,21,-2,9,0.91,0.79,-18,3,0
CC1CN(C(=O)CCC(=O)NCc2ccc(F)cc2)c2ccccc2S1 (configuration not stated),5,-4,-2,1,0.95,-5,12,-5
Cc1ccc(CS(=O)(=O)CC(C)(O)c2ccccc2)cc1 (configuration not stated),-10,-6,-5,1.1,1.1,2,15,-4
COCCCn1c(SCc2cccc(C(F)(F)F)c2)nc2cc(OC)c(OC)cc2c1=N,8,-3,-7,1.1,0.92,-8,16,2
CCOC(=O)Cc1csc(NC(=O)Cc2ccc([N+](=O)[O-])cc2)n1,-15,0,1,0.99,1.2,-9,-9,-9
Cc1ccc(Nc2nc(CSc3nnc(-c4ccncc4)n3-c3ccccc3C)cs2)cc1,0,-4,5,0.95,1,-6,32,5
CSc1cccc(NC(=O)CCc2ccccc2)c1,14,2,-4,1,0.86,-7,17,4
CC(C)c1csc(CN2CCN(Cc3ccc(F)c(F)c3)C(CCO)C2)n1 (configuration not stated),8,-1,-3,1,0.92,-8,8,1
O=C(O)c1ccc(COc2ccc(/C=N/NC(=O)c3cccs3)cc2)cc1,20,51*,-4,1,0.8,7,-20,2
O=C(CCC(=O)c1cccs1)Nc1ccccc1F,22,4,6,0.94,0.78,-4,-4,-4
CC(C)(C)c1ccc(C(=O)NCCn2c(N)c(C#N)c3nc4ccccc4nc32)cc1,-1,1,-9,1.1,1,-34,8,-6
CC(C)(C)c1ccc(OCC(=O)NNC(=O)C2CCCO2)cc1 (configuration not stated),14,0,-1,1,0.85,1,-14,10
Cc1ccc(NC(=O)C2CCCN2S(=O)(=O)c2ccc3c(c2)n(C)c(=O)c(=O)n3C)cc1 (configuration not stated),-7,2,-2,1,1.1,-4,-4,-4
Cc1cc2ncn(C3CC(=O)N(Cc4ccc(N5CCCC5=O)cc4)C3=O)c2cc1C (configuration not stated),-25,0,-16,1.2,1.3,-12,1,13
COc1ccc(N2CSC3=C(C#N)C(c4cccc(OC)c4OC)CC(=O)N3C2)cc1 (configuration not stated),15,-5,14,0.86,0.85,-5,89*,15
CC(C)CC(c1nnnn1C(C)C)N1CCN(C(=O)c2ccco2)CC1 (configuration not stated),-1,-2,-1,1,1,-7,7,3
O=C(OCc1cc(=O)n2c(n1)sc1ccccc12)c1cccc(O)c1,-15,22,10,0.9,1.2,8,3,5
O=C(NC(=S)Nc1ccccc1O)c1cccnc1,-1,-5,16,0.84,1,-1,-22,2
COc1ccc(N2CCN(S(=O)(=O)c3ccc4c(c3)N(C(C)=O)CCO4)CC2)cc1,6,-2,0,1,0.94,0,12,-5
COc1ccc(-c2csc(C3=C(O)CN(Cc4ccc(Cl)cc4)C3=N)n2)cc1OC,-12,5,-26,1.3,1.1,33,1,-1
NC(=O)C1Cc2ccccc2CN1C(=O)c1cc(C2CC2)nn1-c1ccccc1 (configuration not stated),8,-1,-5,1.1,0.92,92*,19,-3
O=C(Nc1cn(-c2ccccc2)nc1-c1ccc(F)cc1)c1ccccc1,3,2,0,0.99,0.97,14,-2,1
COc1ccc(CCNC(=O)C2CC2)cc1,-10,-4,-3,1,1.1,1,-5,-7
Cc1ccc(C(C)NC(=O)Cc2cccs2)cc1C (configuration not stated),-14,8,6,0.94,1.1,2,-11,4
O=C(CNC(=O)c1ccc(Br)o1)NCc1cccc(Cl)c1,-18,-3,-4,1,1.2,0,0,-1
CCC(C)Oc1nc2ccccc2nc1NS(=O)(=O)c1ccccc1 (configuration not stated),-7,-2,4,0.96,1.1,12,-22,2
O=C(Cn1cc(C(=O)c2cccs2)c2ccccc21)NCC1CCCO1 (configuration not stated),-6,1,11,0.89,1.1,-11,-1,-3
CC(=O)N1CN(Cc2ccccn2)Cc2c1sc1c2CCCC1,-20,-2,10,0.9,1.2,-4,-8,-8
CN1CCN(C(=O)c2ccccc2NC(=O)c2ccccc2)CC1,15,-2,5,0.95,0.85,7,-7,-5
CC1CC(c2ccccc2)NS(=O)(=O)O1 (configuration not stated),0,-1,2,0.98,1,6,-2,-1
COc1ccc(OC)c(Nc2c3ccccc3nc3ccccc23)c1,-4,1,14,0.86,1,5,7,4
C/C(=N/NC(=O)c1nnn(-c2nonc2N)c1COc1ccccc1)c1ccc(O)cc1,-11,-2,13,0.87,1.1,0,27,-2
CC(Sc1nnc(CC(=O)Nc2ccccc2F)n1C)C(=O)Nc1nccs1 (configuration not stated),9,-1,1,0.99,0.91,-1,-6,0
COc1ccccc1CNC(=O)C1CCC(=O)N(CCCc2ccccc2)C1 (configuration not stated),11,-1,-7,1.1,0.89,-4,5,-2
O=C(Nc1ccsc1C(=O)O)c1ccccc1Cl,11,2,-6,1.1,0.89,10,-11,-7
COc1cc(C(c2sc3nc(C)nn3c2O)N2CC(C)CC(C)C2)cc(OC)c1OC (configuration not stated),-2,0,-1,1,1,-3,18,-5
CC(NC(=O)Cc1cccs1)c1ccc2c(c1)OCO2 (configuration not stated),15,7,-12,1.1,0.85,4,-4,3
CC(=O)Nc1ccc(NC(=O)CSc2ccc(-c3ccco3)nn2)cc1,-17,1,3,0.97,1.2,0,34,22
O=C1CCN2C=Nc3cccc4ccc1c2c34,11,-6,7,0.93,0.89,-56,47,21
Cc1ccc(OCc2nnc(SCC(=O)N3CCOCC3)n2C)cc1,-10,3,0,1,1.1,-8,3,-7
CCn1c(SCC(=O)Nc2oc(-c3ccccc3)c(-c3ccccc3)c2C#N)nnc1-c1ccco1,1,0,9,0.91,0.99,61*,-28,12
CCN1CCN(C(=O)c2ccc(Cl)c(S(=O)(=O)N(C)c3ccccc3)c2)CC1,10,-5,-12,1.1,0.9,-1,-4,-7
COc1cccc(C(=O)Nc2cc(S(=O)(=O)N3CCCCC3)ccc2OC)c1,-10,5,15,0.85,1.1,-15,-17,-2
Cc1cc(C(=O)OCC(=O)NCc2ccccc2Cl)c(C)o1,14,-3,2,0.98,0.86,5,3,-1
CN(C)S(=O)(=O)c1ccc2c(c1)nc1n2CCC1,-13,-4,4,0.96,1.1,6,-5,5
O=C(c1ccc(N2C(=O)C3CCCCC3C2=O)cc1)N1CCCCC1 (configuration not stated),-1,0,7,0.93,1,-7,7,-3
CCN(C(=O)CSc1nc2ccccc2c(=O)n1-c1ccc(C)cc1)C1CCS(=O)(=O)C1 (configuration not stated),-10,-5,-6,1.1,1.1,-8,18,5
O=C(CN1CCCC1c1cccs1)N1CCN(S(=O)(=O)c2cccc(F)c2)CC1 (configuration not stated),13,0,5,0.95,0.87,10,3,-4
CCCC(=O)Nc1ccc(-c2csc(N/N=C\c3ccncc3)n2)cc1,-11,-3,10,0.9,1.1,7,46,4
COc1ccc2oc(=O)c(-c3csc(Nc4ccc(O)cc4)n3)cc2c1,4,5,19,0.81,0.95,37,33,-8
CCn1cc(C(=O)N[C@@H](C)C(=O)OC)c(=O)c2cc3c(cc21)OCO3,-8,-4,0,1,1.1,4,15,-6
COc1ccc(S(=O)(=O)n2nc(-c3ccc(Cl)cc3)cc2N)cc1,3,-10,3,0.97,0.97,-13,17,-1
C=CCNc1ncnc2c1cnn2-c1cccc(C)c1,-3,-1,-6,1.1,1,18,19,2
N#Cc1ccccc1OCCCN1CCC(Cc2ccccc2)CC1,-34,-5,-1,1,1.3,2,-9,-5
C=CCn1c(COc2cccc(C)c2)nnc1SC(C)C(=O)NC1CC1 (configuration not stated),11,-5,-10,1.1,0.89,3,-1,-5
COc1cccc(OC)c1C(=O)Nc1ccc2c3c(cccc13)CC2,-20,-2,5,0.95,1.2,-8,-4,-5
OC(COCc1ccc2c(c1)OCO2)CN1CCC(Cc2ccccc2)CC1 (configuration not stated),8,-1,0,0.99,0.92,-5,0,0
CSCCC(NC(=O)c1cccc(C)c1)C(=O)OCC(=O)Nc1c(C)nn(-c2ccccc2)c1C (configuration not stated),0,-4,-3,1,1,-4,-14,-4
CC(=O)Nc1ccc(C(=O)OCC(=O)Nc2c(C)n(C)n(-c3ccccc3)c2=O)cc1,0,3,-5,1.1,1,7,-7,-4
Cc1nc(SCC(=O)Nc2ccc(C)c(F)c2)c2oc3ccccc3c2n1,-3,2,6,0.94,1,4,-9,-7

# Entries of single compounds, looked up by structure. Order of values: hIAP inh, A3A deaminase, mIAP inh, mIAP act, hIAP activ, ATG4B inh, PfGluPho inh, HKDC1 inhibitor
# `C=CCn1c(COc2cccc(C)c2)nnc1SC(C)C(=O)NC1CC1` (configuration not stated) is listed with 11, -5, -10, 1.1, 0.89, 3, -1, -5
# `C/C(=N/NC(=O)c1nnn(-c2nonc2N)c1COc1ccccc1)c1ccc(O)cc1` is listed with -11, -2, 13, 0.87, 1.1, 0, 27, -2
# `CC(Sc1nnc(CC(=O)Nc2ccccc2F)n1C)C(=O)Nc1nccs1` (configuration not stated) is listed with 9, -1, 1, 0.99, 0.91, -1, -6, 0
# `NC(=O)C1Cc2ccccc2CN1C(=O)c1cc(C2CC2)nn1-c1ccccc1` (configuration not stated) is listed with 8, -1, -5, 1.1, 0.92, 92*, 19, -3

# Continuation.
SMILES,hIAP inh,A3A deaminase,mIAP inh,mIAP act,hIAP activ,ATG4B inh,PfGluPho inh,HKDC1 inhibitor
Cc1ccc(C(=O)C[n+]2ccccc2C)cc1[N+](=O)[O-],-11,-4,-3,1,1.1,8,-13,-4
O=C(CN1C(=O)S/C(=C\C=C\c2ccccc2)C1=O)N1CCOCC1,-10,-3,2,0.98,1.1,-1,2,4
O=C(N/N=C/c1cc([N+](=O)[O-])ccc1O)C1CC1,-33,-6,-11,1.1,1.3,0,-9,-13
O=C(Cc1ccccc1)Nc1nnc(-c2ccco2)s1,-11,-3,18,0.82,1.1,-8,-8,-6
COc1ccc(Nc2ncnc3c2c(C)c(C)n3CCCN(C)C)cc1,-1,1,-6,1.1,1,11,-11,-5
CCOc1ccc(NS(=O)(=O)c2ccc(C(=O)NC3CCC(O)CC3)cc2)cc1 (configuration not stated),2,8,1,0.99,0.98,4,-14,-5
c1ccc(-c2ccnc3ncnn23)nc1,-24,1,5,0.95,1.2,-8,8,9
COc1cc(OC)c2c(-c3cccc(-c4ccc(OC)c(OC)c4)c3)cc(=O)oc2c1,·,-2,2,0.98,·,1,6,3
Cc1nn(-c2nc3ccccc3[nH]2)c(N)c1-c1ccc(Cl)cc1,16,-4,3,0.97,0.84,18,18,0
CC(=O)NCCc1ccc(S(=O)(=O)Nc2ccc(C)c(S(=O)(=O)N3CCOCC3)c2)cc1,2,-1,1,0.99,0.98,-4,2,-3
CCCCNC(=O)C1CCCNC1=O (configuration not stated),12,-4,-6,1.1,0.88,2,-17,-12
Cc1nc(NC(=O)/C=C/c2ccccc2)n[nH]1,11,-5,13,0.87,0.89,1,4,-5
CCCNc1nc(Cl)nc(NCc2cccnc2)n1,8,-4,-4,1,0.92,-8,25,2
